High-throughput results: PubChem BioAssay, National Center for Advancing Translational Sciences (NCATS)
CCT chaperon mod: High-Throughput Screening for Modulators of Cytosolic Chaperonin Activity; 0.3% of 360,000 active; activity change, % (test concentration not listed), hits read low; purified chaperonin ATPase assay, HTRF ADP detection, 30 min; in the data active means activity change below about -30%; further: on the % scale 0 is the no-effect control and ±100 the full control effect
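ATPase activity: ADP formed was measured by HTRF Transcreener (665/615 nm ratio) after 30 min at 37 deg C with 10 uM ATP. Compounds screened at one 76 uM concentration against 40 or 20 nM TRiC in Tris pH 7.4/KCl/MgCl2/DTT buffer.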
EPAC2 agonist: qHTS for Agonist of cAMP-regulated guanine nucleotide exchange factor 4 (EPAC2): primary screen | Rap guanine nucleotide exchange factor 4 (Homo sapiens), Q8WZA2 | EPAC2 activation, biochemical qHTS; response scale: 100% = 6.5 mM cAMP response | Potency, µM (titrated, usually from 154 µM), for the others: at the top dose activation, most hits filed as activators | 0.079% of 360,000 active | AID 720711, 2013; further: potency means the concentration at half of the fitted maximal effect; nearly all actives have a fitted effect of over 50% in size
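Fluorescence exchange assay: 100 nM EPAC2 with 250 nM RAP1B-BODIPY-GDP and 50 uM GDP; compounds tested as a concentration-titration series (qHTS). Loss of Rap1-bound BODIPY-GDP fluorescence read at 480/540 nm; data normalized to 6.5 mM cAMP.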
WRN inhibitor: qHTS for Inhibitors of WRN Helicase; Potency, µM (doses to about 114 µM), for inactives: at the highest dose activity change, negative = inhibition, usual class: inhibitors; 0.46% of 360,000 active; Bifunctional 3'-5' exonuclease/ATP-dependent helicase WRN (Homo sapiens), Q14191; WRN helicase unwinding, fluorescent forked duplex, kinetic; further: potency means the concentration at half of the fitted maximal effect; on the % scale 0 is the no-effect control and ±100 the full control effect; nearly all actives have a fitted effect of over 55% in size
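WRN at 20 nM final preincubated with compound 15 min at room temperature; reaction started with 100 nM fluorophore/quencher forked duplex oligonucleotide and 2 mM ATP final. Unwinding followed kinetically by red fluorescence (ex 525, em 598 nm).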
PI5P4Ka inh: qHTS for Inhibitors of phosphatidylinositol 5-phosphate 4-kinase (PI5P4K) | Phosphatidylinositol 5-phosphate 4-kinase type-2 alpha (Homo sapiens), P48426 | max response, % | AID 652105, 2013 | 1.2% of 330,000 active | PI5P4Kalpha enzyme, ADP-Glo luminescence, 60 min; stronger effect = lower value; active means max response of -50% or lower; inconclusive means between -30% and -50%; inactive means -30% or higher; further: value at the top dose of about 77 µM; on the % scale 0 is the no-effect control and ±100 the full control effect
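Luminescence from ADP-Glo served as readout of PI5P4Kalpha activity in a qHTS format. Reaction: enzyme, substrate, compound, ATP at 5 microM final, 60 min at RT.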
EPAC1 agonist: qHTS for Agonist of cAMP-regulated guanine nucleotide exchange factor 3 (EPAC1): primary screen | EPAC1 agonist qHTS, biochemical assay; response scale: 100% = response to 6.5 mM cAMP | Rap guanine nucleotide exchange factor 3 (Homo sapiens), O95398 | AID 720707, 2013 | 0.073% of 360,000 active | Potency, µM (titrated, usually from 154 µM), for inactives: at the top dose activation, usual class: activators; further: potency means the concentration at half of the fitted maximal effect; nearly all actives have a fitted effect of over 60% in size
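Normalized to 6.5 mM cAMP, activity reflects EPAC1-catalysed release of BODIPY-GDP from Rap1B, followed kinetically over 30 min at 480 nm excitation, 540 nm emission. Reaction contained 100 nM EPAC1, 250 nM Rap1B-BODIPY-GDP, 50 uM GDP.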
EPAC1 antag: qHTS for Antagonist of cAMP-regulated guanine nucleotide exchange factor 3 (EPAC1): primary screen | Rap guanine nucleotide exchange factor 3 (Homo sapiens), O95398 | 0.14% of 360,000 active | EPAC1 GEF assay, Rap1b-BODIPY-GDP exchange fluorescence | AID 720709, 2013 | Potency, µM (titrated, usually from 115 µM), inactives show top-dose activity change, negative = inhibition, most hits filed as inhibitors;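 further: potency means the concentration at half of the fitted maximal effect; plate controls were vehicle for no effect and positive control for full effect; nearly all actives have a fitted effect of over 50% in size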
IL2 activator: qHTS of IL-2 Activators. IL-2 activation reporter assay, cell-based qHTS; stimulated with anti-CD3/CD4/CD28 beads; in transgenic mouse T cells. activation, % (series mostly up to about 46 µM). 0.065% of 360,000 active; in the data active means activation above about 50%; inconclusive means mostly about 30% to 49%; further: 0% is about no effect
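Using fluorescent plate cytometry, EGFP and DsRed are detected in transgenic mouse T cells stimulated 18 h at 37 degrees C with antibody-coated beads after 60 min compound pretreatment.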
PLK1 PBD inh: qHTS for Inhibitors of PLK1-PDB (polo-like kinase 1 - polo-box domain): Primary Screen; Serine/threonine-protein kinase PLK1 (Homo sapiens), P53350; Plk1 PBD binding of FITC phosphopeptide, fluorescence polarization; Potency, µM, for the others: max response, negative = inhibition, most hits filed as inhibitors; 2.8% of 360,000 active; further: potency means the concentration at half of the fitted maximal effect; series mostly up to about 57 µM; on the % scale 0 is the no-effect control and ±100 the full control effect; nearly all actives have a fitted effect of over 65% in size
Numbers without * were called inactive; ? = inconclusive; / = no result given; & = joins results of further samples; [ ] = remark or other dose. Unless noted, the call rests on the fitted dose curve; in most records, active means well fitted curve in the direction sought with a large enough effect; inconclusive means small, poorly fitted or top-dose-only effect, or another doubt; inactive means no such curve, though single readings can be large; an effect the other way counts as inactive or inconclusive.

The opening 2 compounds as a preview:
SMILES	CCT chaperon mod	EPAC2 agonist	WRN inhibitor	PI5P4Ka inh	EPAC1 agonist	EPAC1 antag	IL2 activator	PLK1 PBD inh
COc1cccc(C2CC(c3c(Cl)cccc3Cl)n3nc(N)nc3N2)c1 (stereo not given)	0.2	7%	5%	3	16%	-29%	-1.7	-4%
Cc1ccc(CNC(=O)CC[C@H]2O[C@@H](n3cc(C)c(=O)[nH]c3=O)C[C@@H]2O)o1	-0.5	7%	-5%	-3	-9%	-8%	-0.3	1%

The list itself (from the top)
SMILES	CCT chaperon mod	EPAC2 agonist	WRN inhibitor	PI5P4Ka inh	EPAC1 agonist	EPAC1 antag	IL2 activator	PLK1 PBD inh
COc1cccc(C2CC(c3c(Cl)cccc3Cl)n3nc(N)nc3N2)c1 (stereo not given)	0.2	7%	5%	3	16%	-29%	-1.7	-4%
Cc1ccc(CNC(=O)CC[C@H]2O[C@@H](n3cc(C)c(=O)[nH]c3=O)C[C@@H]2O)o1	-0.5	7%	-5%	-3	-9%	-8%	-0.3	1%
C=CCNC(=S)/N=c1/ccccn1Cc1ccccc1	-1.5	6%	7%	2	-5%	-2%	-0.7	?
COc1cc(OC)cc(C(=O)Nn2cc(C(=O)Nc3ccc(F)cc3F)c3ccccc3c2=O)c1	1.0	1%	-21%	-3	1%	-17%	0.4	3%
COCCCNC(=S)N1CCN(C(c2ccccc2)c2ccccc2)CC1	1.6	12%	-31%	5	7%	-4%	-2.1	3%
CN1CCN(CC(=O)Nc2cc(N3CCOCC3)ccc2[N+](=O)[O-])CC1	-1.9	7%	10%	-5	-9%	?	-2.5	-9%
COCCN(C(=O)CC1C(=O)NCCN1CC(c1ccccc1)c1ccccc1)C(C)C (stereo not given)	-1.4	3%	-2%	0	-4%	5%	-0.2	-9%
CC(=O)NS(=O)(=O)c1ccc(NC(=O)CC23CC4CC(CC(Br)(C4)C2)C3)cc1	1.9	-2%	-1%	3	-9%	-13%	0.1	0%
CCOC(=O)C(C)(C)n1nnc(-c2ccc([N+](=O)[O-])cc2)n1	-0.8	-1%	-36%[57.1 µM]	2	2%	-19%	-3.1	-4%
Cc1ccnc(NC(=O)c2ccccc2NC(=O)c2ccc(Cl)cc2Cl)c1	-1.8	-3%	-8%	16	-16%	-13%	-0.5	-2%
CC1(C)Cc2cccc(OCC(O)CN3CCN(c4ccccn4)CC3)c2O1 (stereo not given)	0.5	-4%	3%	-1	0%	-11%	-0.4	2%
CCCc1c(C(=O)N/N=C/c2ccc(C)o2)nnn1-c1nonc1N	-0.6	-3%	-10%	1	4%	-11%	-0.9	-12%
CCOC(=O)CC(C)(C)/C(C)=N/Nc1ccc([N+](=O)[O-])cc1[N+](=O)[O-]	-0.3	7%	-7%	6	10%	-11%	-4.2	-8%
O=C(COC(=O)CCN1C(=O)C2CC=CCC2C1=O)Nc1ccc([N+](=O)[O-])cc1 (stereo not given)	-2.6	-2%	-1%	4	-2%	-10%	-0.3	0%
O=C(Nc1ccc2oc(=O)c(C(=O)O)cc2c1)Oc1ccccc1	-1.9	19%	?	-27	-3%	2%	1.1	?
O=C(NCc1cccc(C(F)(F)F)c1)c1cccc2c1C(=O)c1ccc(N3CCC(Cc4ccccc4)CC3)cc1S2(=O)=O	-1.3	-35%[inhibitor]	-8%	-3	-48%[inhibitor]	10%	19	-29%
CC1CCN(C(=O)CNC(=O)c2ccc(Br)o2)CC1	1.6	4%	-5%	-7	-5%	18%	0.9	-1%
COc1cc(-c2nnc(-c3ccccc3)o2)cc(OC)c1OC	2.6	3%	7%	4	-3%	-4%	1.4	-11%
CSC(=NC#N)N1CCN(c2ccc([N+](=O)[O-])cc2)CC1	-2.0	7%	10%	7	12%	19%	-0.8	-15%
C#CCOCCOCCOCCNc1nc(N2CCN(C(=O)CCCCCCCCCCNC(=O)[C@H](CCCCN)n3cc(CCO)nn3)CC2)nc(N2CCN(C(=O)CCCCCCCCCCNC(=O)[C@@H]([C@H](C)O)n3cc(C)nn3)CC2)n1	0.1	0%	18%	-84*	-15%	-3%	0.0	-9%
C=C1CCN([C@@H](Cc2ccccc2)C(=O)NCCC(C)C)S(=O)(=O)c2ccccc21	-1.4	8%	0%	0	5%	-7%	-1.5	1%
C[C@H](CCC(=O)NCC(=O)O)[C@H]1CC[C@H]2[C@@H]3[C@H](O)C[C@@H]4C[C@H](O)CC[C@]4(C)[C@H]3C[C@H](O)[C@]12C	1.4&-0.8&-1.1	0%&3%&7%	-13%&2%&5%	1&0&3	1%&-5%&-14%	2%&-3%&5%	-0.2&0.0&0.4	-8%&-11%&-19%
Cc1ccn2cc(C(=O)Nc3cccc(C(=O)NC4CC4)c3)nc2c1	0.2	7%	-3%	2	10%	-13%	-0.7	-7%
O=C(CCNS(=O)(=O)c1cccc2nonc12)Nc1ccc(Cl)cc1	-5.1	3%	-9%	2	-5%	-3%	-3.0	-3%
CSCCC(NC(=O)c1ccccc1Br)C(=O)NCC(C)(C)N1CCOCC1 (stereo not given)	-1.3	-1%	13%	5	4%	-6%	-4.0	-7%
CCOc1cc(S(=O)(=O)NC2CC2)c(OCC)cc1-n1cnnn1	-1.8	-2%	3%	/	2%	4%	-1.4	-2%
O=C(CN1C2=NCCCN2c2ccccc21)c1ccc2c(c1)OCO2	-2.2	2%	6%	/	-4%	-2%	-0.5	1%
O=C(CC1SC(=NCC2CCCO2)NC1=O)Nc1cccc2ccccc12 (stereo not given)	3.2	0%	-1%	0	3%	2%	-0.5	7%
CCCCC(CC)C(=O)Nc1ccc(Cl)cn1 (stereo not given)	-6.4	1%	-2%	2	8%	1%	-1.0	-6%
C=CCn1c(SCC(N)=O)nnc1-c1cnccn1	-0.9	7%	-9%	5	2%	14%	0.1	-3%
CSc1ccccc1NC(=O)COc1ccc(S(=O)(=O)N2CCCC2)cc1	-0.2	8%	-5%	/	5%	0%	-2.3	-8%
NC(=O)c1ccc(-n2c(CCC(=O)O)ccc2-c2cccs2)cc1	0.5	11%	-6%	-80*	2%	-2%	0.6	-13%
COc1ccccc1CNC(=O)COc1ccc(S(=O)(=O)N2CCOCC2)cc1	0.3	5%	-31%	-4	12%	8%	2.9	-5%
COc1ccc2c(c1)[nH]c1c(=O)n(Cc3ccco3)cnc12	2.0	6%	-26%	-2	-6%	-3%	-2.7	-4%
Cc1nnc(SCc2nc3ccccc3[nH]2)s1	-2.8	3%	2%	1	-2%	1%	0.2	-5%
CCCn1c2ccccc2c2cc(C(=O)O)ccc21	-0.9	8%	3%	-4	2%	-4%	-2.0	-11%
COC(=O)C[C@H]1C=C[C@@H](NC(=O)NC2CCCCC2)[C@@H](CO)O1	/	-3%	5%	0	4%	1%	-0.1	-7%
Cc1cc(C(=O)NNC(=O)c2nn(C)c(=O)c3ccccc23)c(C)o1	-0.5	8%	4%	3	1%	11%	-0.3	-2%
COC(=O)c1ccc(C(=O)NC2CCCc3c2cnn3-c2cc(F)cc(F)c2)nc1 (stereo not given)	-0.6	19%	0%	5	20%	-5%	-1.2	-2%
Cc1ccc(C)c(N(C(=O)c2csnn2)C(C(=O)NC2CCCC2)c2cccnc2)c1 (stereo not given)	0.4	-2%	-5%[57.1 µM]	-1	-7%	3%	0.3	1%
CCOc1ccc(Nc2nc(N)nc(CSC(=S)N3CCOCC3)n2)cc1	0.1	1%	-5%	-4	-6%	-6%	-0.2	0%
O=C(NCc1cccnc1)c1ccc(NC(=O)c2ccc(Br)cc2)cc1	-3.4	11%	2%	-13	6%	10%	-3.7	-12%
CCOc1ccc(C(=O)N(CN2CCCC2=O)c2cccc(Cl)c2)cc1	-0.9	4%	-7%	6	2%	3%	0.9	-14%
CS(=O)(=O)N1CCN(C(=O)COc2ccc3ccccc3c2)CC1	-2.5	2%	-2%	-19	5%	-13%	-0.2	-2%
Cc1ccccc1NC(=O)Cc1nc(COC(=O)c2ccc([N+](=O)[O-])cc2)cs1	-2.2	-5%	-3%	0	-5%	14%	0.0	-1%
Cc1cc(OC(F)F)ccc1NC(=O)Nc1ccc([N+](=O)[O-])cc1	1.3	-7%	-14%	8	-11%	-2%	0.0	0%
O=C(Nc1nc(-c2ccccn2)cs1)c1cc2ccccc2o1	-0.7	9%	15%	-20	8%	-20%	0.0	-11%
CC1CCCC(C)N1CCCNC(=O)c1nn(C)c2c1CSc1ccccc1-2 (stereo not given)	0.4	-6%	1%	6	5%	20%	-0.4	?
COCCN1C[C@@H](CO)O[C@@H](n2cnc3c(NCc4ccco4)ncnc32)C1	0.6	3%	-8%	-1	-6%	-11%	-0.3	-6%
Cc1ccc(CC(=O)Nc2cccc(S(=O)(=O)N3CCOCC3)c2)cc1	0.9	0%	-11%	-1	-3%	-1%	-5.0	-5%
Next part
SMILES	CCT chaperon mod	EPAC2 agonist	WRN inhibitor	PI5P4Ka inh	EPAC1 agonist	EPAC1 antag	IL2 activator	PLK1 PBD inh
CC(C)CN1CN(Cc2ccco2)CNC1=S	-3.1	23%	16%	1	-2%	13%	-1.2	-9%
CS(=O)(=O)N(CC(=O)N1CCCC1)C1CCCCC1	-0.4	9%	10%	-11	5%	13%	0.0	-4%
COc1ccc2nc(NCCCNC(=O)c3cc(OC)c(OC)c(OC)c3)c(C#N)cc2c1	-1.4	6%	-3%	/	5%	13%	-1.3	-15%
COc1cccc(C(=O)O/N=C(\N)c2ccc(C)cc2)c1	0.9	6%	4%	1	10%	-14%	-1.6	-6%
CCOC(=O)C1(C)CCCN1C(=O)c1cccc(F)c1 (stereo not given)	2.1	3%	4%	-1	4%	2%	0.4	-2%
C/C(=N\NC(=O)c1ccc2c(c1)OCO2)c1ccc(NC(=O)CCCC(=O)O)cc1	-1.3	8%	7%	1	6%	-7%	-2.0	-6%
CN(CC(=O)Nc1cccc(F)c1)C(=O)C1CC(=O)N(Cc2ccccc2)C1 (stereo not given)	-1.9	0%	9%	2	-8%	-26%	-1.1	-2%

Some of the compounds tested. The share of hits here may be higher or lower than overall.
